Bioassay records (PubChem)
GLP1R inv ag: qHTS of GLP-1 Receptor Inverse Agonists (Inhibition Mode); Potency, µM (series often up to 38.3 µM), inactives show top-dose activity change, negative = inhibition, actives largely listed as inhibitors; HEK293 GLP-1R CRE-luciferase, luminescence, 24 h; GLP-1R form is constitutively active; Glucagon-like peptide 1 receptor (Homo sapiens), P43220; 410,000 compounds, 1.6% hits; further: potency means the concentration at half of the fitted maximal effect; on the % scale 0 is the no-effect control and ±100 the full control effect; nearly all actives have a fitted effect of over 55% in size
Target sequence (P43220 whole entry, looked up): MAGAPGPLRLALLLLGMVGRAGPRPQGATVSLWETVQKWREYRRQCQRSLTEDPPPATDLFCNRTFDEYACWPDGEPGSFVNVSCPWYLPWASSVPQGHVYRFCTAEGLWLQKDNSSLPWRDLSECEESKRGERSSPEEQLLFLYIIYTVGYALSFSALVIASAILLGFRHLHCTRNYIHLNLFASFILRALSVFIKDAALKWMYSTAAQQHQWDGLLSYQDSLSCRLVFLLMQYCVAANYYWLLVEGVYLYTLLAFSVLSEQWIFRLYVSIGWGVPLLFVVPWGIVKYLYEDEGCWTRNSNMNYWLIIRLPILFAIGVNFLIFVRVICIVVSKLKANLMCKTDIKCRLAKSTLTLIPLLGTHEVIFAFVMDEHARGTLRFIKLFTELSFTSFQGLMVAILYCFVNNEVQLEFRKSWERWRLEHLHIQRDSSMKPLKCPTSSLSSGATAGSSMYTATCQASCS
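Readout was luciferase luminescence, measured 12 min after detection reagent at room temperature. Beforehand, GLP-1R reporter HEK293 cells had sat 12 h, then received compounds for 24 hr at 37 deg C.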
aSyn rescue: qHTS of alpha-syn Inhibitors | Yeast expressing alpha-synuclein, growth rescue, BacTiter-Glo, 24 h | Potency, µM (top dose mostly 46.1 µM), for the others: top-dose growth rescue (activation), usual class: activators | 370,000 compounds, 0.14% hits | AID 652106, 2013; further: potency means the concentration at half of the fitted maximal effect; % of control where 0% means no effect; nearly all actives have a fitted effect of over 65% in size
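Screening used galactose-induced yeast with toxic alpha-synuclein levels, exposed to compound for 24 hr at 30 deg C. Cell growth, read with BacTiter-Glo luminescence, gave the measured signal.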
GLP1R cytotox: qHTS of GLP-1 Receptor Inverse Agonists: Cytotox Screen. HEK293 cAMP-luciferase reporter cells, luminescence, 24 h. 410,000 compounds, 0.13% hits. Potency, µM (titrated, usually from 38.3 µM), inactives show at the top dose activity change, negative = inhibition, actives largely listed as inhibitors;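 further: loss of luciferase light is scored as toxicity; potency means the concentration at half of the fitted maximal effect; on the % scale 0 is the no-effect control and ±100 the full control effect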
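Step one: seed cells (200 cells/uL, DMEM with 10% Nu serum, 1% pen-strep). Step two: 12-hour incubation at 37 deg C. Step three: pin 23 nL compound, incubate 24 hr. Step four: add luciferase reagent, read luminescence 12 min later.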
TDP43 rescue: qHTS of TDP-43 Inhibitors; TDP-43 expressing yeast growth rescue, BacTiter-Glo, 24 h; Potency, µM (series often up to 46.1 µM), inactives show at the highest dose growth rescue (activation), most hits filed as activators; 410,000 compounds, 1.8% hits; AID 652104, 2013; further: potency means the concentration at half of the fitted maximal effect; % of control where 0% means no effect; nearly all actives have a fitted effect of over 50% in size
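In this qHTS, compounds that restore growth of yeast expressing TDP-43 appear as activators. Cells (OD600=0.02, galactose medium, raffinose-pregrown) are incubated with compound 24 hr at 30 deg C and growth is quantified by BacTiter-Glo.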
DRD3 antagonist: qHTS of D3 Dopamine Receptor Antagonist: qHTS. D3R cells, DiscoveRx beta-arrestin luminescence, antagonist mode; active compounds read low. max response, negative = inhibition, %. 360,000 compounds, 2.5% hits. AID 652054, 2013; in the data active means max response below about -50%; inconclusive means no clear call, values can overlap the other calls; further: on the % scale 0 is the no-effect control and ±100 the full control effect; mostly tested at two doses, the higher about 12 µM
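Cells plated overnight at 1500 cells/well, then exposed to library compounds with dopamine controls for 90 minutes at 37 degrees C. DiscoveRx reagent added for 30–60 minutes at room temperature; luminescence read, quantitative HTS format.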
PTHR1 ag: qHTS for PTHR1 Agonists: Primary Screen; Potency, µM (doses to about 115 µM), for the others: at the top dose activation, hits mostly activators; HEK293 GP2 PTHR1 cells, GloSensor cAMP luminescence, 1 h; 410,000 compounds, 0.075% hits; Parathyroid hormone/parathyroid hormone-related peptide receptor (Homo sapiens), Q03431; further: potency means the concentration at half of the fitted maximal effect; nearly all actives have a fitted effect of over 55% in size; some results filed as inactive show a strong effect at the top dose; inactives centre near -15; many of its hits are not listed in these tables
Target sequence (Q03431 whole entry, looked up): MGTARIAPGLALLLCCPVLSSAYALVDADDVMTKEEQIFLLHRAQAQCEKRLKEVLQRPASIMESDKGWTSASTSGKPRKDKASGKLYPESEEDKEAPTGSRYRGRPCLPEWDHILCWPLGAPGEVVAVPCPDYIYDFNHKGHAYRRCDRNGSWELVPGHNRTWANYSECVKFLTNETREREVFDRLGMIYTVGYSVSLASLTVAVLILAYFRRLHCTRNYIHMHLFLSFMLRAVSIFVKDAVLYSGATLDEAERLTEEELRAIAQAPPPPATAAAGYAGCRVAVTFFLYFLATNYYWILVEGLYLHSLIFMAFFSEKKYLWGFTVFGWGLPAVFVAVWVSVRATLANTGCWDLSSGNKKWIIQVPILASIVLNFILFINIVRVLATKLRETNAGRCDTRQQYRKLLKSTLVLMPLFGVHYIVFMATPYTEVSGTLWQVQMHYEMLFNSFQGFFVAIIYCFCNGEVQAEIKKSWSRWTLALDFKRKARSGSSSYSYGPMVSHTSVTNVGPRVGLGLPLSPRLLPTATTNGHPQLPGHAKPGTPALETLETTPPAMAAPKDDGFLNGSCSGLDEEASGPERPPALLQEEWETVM
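HEK-293-derived GP2 cells expressing PTHR1 and a GloSensor cAMP reporter, 3,000/well, plated overnight, given luciferin plus IBMX (each 0.5 mM as added) for 1 h at 37 °C, then compound for 1 h at 37 °C. Luminescence was read after 15 min at room temperature.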
D3 ag: qHTS of D3 Dopamine Receptor Agonist: qHTS. 410,000 compounds, 0.58% hits. D3R DiscoveRx beta-arrestin cells, luminescence, 90 min. max activation, %. AID 652048, 2013. D(3) dopamine receptor (Homo sapiens), P35462; in the data active means max activation above about 30%; further: 0% is about no effect; mostly tested at two doses, the higher about 12 µM
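Agonist-mode cell screen: cells plated at 1500/well and incubated overnight at 37 °C, then exposed to library compounds for 90 min at 37 °C. Detection reagent was added for 30–60 min at room temperature, and luminescence was read.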
KB-V1 MDR tox: qHTS assay for MDR1-selective chemotherapeutics: Primary screen using the drug-selected MDR subline cells KB-V1; KB-V1 MDR cells viability, CellTiter-Glo, 72 h; Potency, µM (highest dose often 46.1 µM), inactives show at the top dose activity change, negative = cytotoxicity, usual class: cytotoxic; 400,000 compounds, 3.4% hits; further: potency means the concentration at half of the fitted maximal effect; on the % scale 0 is the no-effect control and ±100 the full control effect; nearly all actives have a fitted effect of over 60% in size
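KB-V1 cells (P-gp-expressing MDR subline of KB-3-1) in phenol-red-free DMEM with 10% FBS were exposed to library compounds over a concentration series for 72 h at 37 degrees C. Viability read by CellTiter-Glo luminescence; concentration-effect curves fitted after normalization.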
GLP1R ag: qHTS of GLP-1 Receptor Agonists. Glucagon-like peptide 1 receptor (Homo sapiens), P43220. HEK293 GLP-1R CRE-luciferase, luminescence, 4-6 h; cells express a hypersensitive GLP-1R form. Potency, µM (titrated, usually from 45.6 µM), for inactives: at the highest dose activation, actives largely listed as activators. 380,000 compounds, 0.007% hits. AID 624172, 2012; further: potency means the concentration at half of the fitted maximal effect; % of control where 0% means no effect
* hit, by the source's call; i = inactive; ? = inconclusive; · = not tested or not shown; [ ] = remark or other dose. Unless noted, the call rests on the fitted dose curve; in most records, active means well fitted curve in the direction sought with a large enough effect; inconclusive means small, poorly fitted or top-dose-only effect, or another doubt; inactive means no such curve, though single readings can be large; an effect the other way counts as inactive or inconclusive. An excerpt; count on the stated rates, not on these rows.

SMILES	GLP1R inv ag	aSyn rescue	GLP1R cytotox	TDP43 rescue	DRD3 antagonist	PTHR1 ag	D3 ag	KB-V1 MDR tox	GLP1R ag
COc1cc(CN(C(C)=O)c2ccccc2C(=O)O)ccc1[N+](=O)[O-]	6%	-4%	-1%	-8%	-3	i	-10	-1%	21%
COc1cc2c(cc1OC)CN(c1ncccc1[N+](=O)[O-])CC2	153%[activator]	18%	-6%	21%	2	-18%	14	-5%	?
COC(=O)CCCNC(=O)c1ccc(S(=O)(=O)NCc2ccco2)cc1	12%	0%	6%	12%	-4	i	9	2%	-9%
COc1ccc(NC(=O)c2ccccc2SCc2ccccc2)cc1	-27%	-10%	4%	-8%	-11	i	-10	0%	1%
COc1cc(CN2CCc3nc(N4CCN(c5ccccn5)CC4)ncc3C2)cc(OC)c1OC	-17%	·	-1%	11%	·	-7%	2	?	·
COc1cc(OC)c2cc(C(=O)N[C@@H](Cc3ccccc3)C(=O)O)n(C)c2c1	20%	3%	6%	0%	23	i	5	17%	7%
CCCC(CCC)C(=O)Nc1cccc(-c2cn3c(n2)SCC3)c1	-9%	0%	-4%	18%	0	i	-1	9%	-6%
Cc1cc(NC(=O)c2ccc(C(C)(C)C)cc2)no1	?	3%	-23%	12%	7	-38%[inhibitor]	-12	-6%	23%
O=C(O)c1sc2cc(C(F)(F)F)cnc2c1-c1ccccn1	13%	11%	-10%	-16%	-4	-18%	-7	-20%	-1%
OCc1ccccc1-c1cnc2cccnn12	-3%	-3%	5%	8%	?	i	0	8%	-4%
Cc1ccc2c(c1)-c1c(ssc1=S)C(C)(C)N2C(=O)CN1C(=O)c2ccccc2C1=O	-12%	8%	0%	-2%	-10	0%[57.5 µM]	0	0%	-7%
COc1cc(OC)c(C(=O)NNC(=O)CN(C)S(=O)(=O)c2ccc(Cl)cc2)cc1OC	10%	-1%	21%	19%	4	i	2	-20%	-6%
CC(C(=O)OCC(=O)N1CCN(c2ccccc2)CC1)N1C(=O)c2ccccc2C1=O (stereo not drawn)	1%	-3%	0%	-2%	-12	-30%	-7	-15%	-2%
CCSc1nc(N2CCOCC2)c2c(c1C#N)CCCC2	?	-6%	-6%	?	20	-25%	7	0%	2%
Cc1noc(C)c1CC(=O)Nc1ccc2c(c1)OCO2	4%	-2%	-14%	17%	6	i	0	6%	11%
Cc1cc(Nc2cccc(C(F)(F)F)c2)n2nc(C)nc2n1	16%	8%	2%	27%	10	-30%	1	-2%	-3%
Cc1cc(NC(=O)CSCc2nc(-c3cccc(Cl)c3)oc2C)no1	1%	-2%	3%	-10%	-29	9%	-2	-14%	-2%
O=[N+]([O-])c1ccc(O)c(C2=NNC(c3ccccc3F)C2)c1 (stereo not drawn)	-12%	-8%	-4%	-94%[inhibitor]	-121*	-27%	-47	?	-5%
CCCN(C(=O)CSc1nc2ccccc2n1CC)C1CCS(=O)(=O)C1 (stereo not drawn)	9%	3%	2%	-14%	1	7%	-8	-17%	22%
O=C(NC1(C(F)(F)F)NC(=O)N(CCc2ccccc2)C1=O)C1CC1 (stereo not drawn)	-9%	-3%	-23%	29%	4	-13%	-2	-29%	16%
Cc1ccc(CNC(=O)C23CN(Cc4ccccc4)CC2C(c2ccc([N+](=O)[O-])cc2)=NO3)o1 (stereo not drawn)	15%	10%	-10%	-40%	0	?	-10	-24%	6%
COc1ccc(NC(C)=O)cc1NC(=O)CN1CCN(C(=O)c2ccco2)CC1	1%	-12%	-18%	-3%	19	i	22	19%	3%
CC1(C(=O)NS(=O)(=O)c2ccccc2Cl)CCN1C(=O)CCC1CCCC1 (stereo not drawn)	22%	1%	8%	8%	14	6%	-5	0%	-6%
Cc1nn(CCCC(=O)NCCc2ccccc2)c(=O)c2nn(-c3ccccc3)c(C)c12	-7%	-1%	-2%	-17%	-17	i	-4	12%	3%
Cc1cccc(NC(=O)C2(c3cccs3)CCOCC2)c1	?	-3%	-3%	4%	15	i	-8	1%	1%
S=C(NCC1CCCO1)N1CCN(c2ccccc2)CC1 (stereo not drawn)	-15%[7.66 µM]	2%	2%[7.66 µM]	10%[9.22 µM]	-10	11%	-5	18%	4%
CCCCS(=O)(=O)NC1=NCN(Cc2ccco2)CN1	0%	-5%	-3%	-10%	-8	-25%	-4	5%	5%
CCN(C(=O)COC(=O)c1ccc2[nH]c(C)c(C)c2c1)c1c(N)n(Cc2ccccc2)c(=O)[nH]c1=O	0%	-3%	-19%	-8%	-11	-18%	-11	0%	1%
COc1ccc(N2CCN(CCCNC(=O)c3nnc(Cc4ccccc4Cl)o3)CC2)cc1	?	·	-9%	18%	·	i	3	3%	·
COc1cc(N2C(=O)c3ccccc3C2=O)c(Cl)cc1C(=O)OCC(=O)N1CCOCC1	7%	-1%	7%	-7%	-6	i	0	5%	9%

Quoted from the listing:
Reading for Cc1nn(CCCC(=O)NCCc2ccccc2)c(=O)c2nn(-c3ccccc3)c(C)c12 in GLP1R ag: 3%
Reading for CCCCS(=O)(=O)NC1=NCN(Cc2ccco2)CN1 in GLP1R cytotox: -3%
Reading for CC1(C(=O)NS(=O)(=O)c2ccccc2Cl)CCN1C(=O)CCC1CCCC1 (stereo not drawn) in TDP43 rescue: 8%

New compounds follow
SMILES	GLP1R inv ag	aSyn rescue	GLP1R cytotox	TDP43 rescue	DRD3 antagonist	PTHR1 ag	D3 ag	KB-V1 MDR tox	GLP1R ag
Cc1ccc(NC(=O)Cn2cc(S(=O)(=O)Cc3ccccc3)c3ccccc32)cc1C	?	·	-21%	13%	·	-36%[inhibitor]	2	-27%	·
COc1ccccc1NC(=O)C/C(N)=N/OCC(=O)Nc1cccc(Cl)c1	-30%	1%	-8%	0%	5	-22%	2	18µM*	-1%
Cc1cc(/C=N/O)c(C)n1-c1ccccc1	36%[activator]	13%	-24%	9%	-27	i	-6	-27%	20%
O=C(Nc1ccccc1N1CCCC1)c1ccc(N2CCCC2=O)cc1	22%	0%	-1%	10%	-3	-35%[inhibitor]	-13	0%	1%
Cc1sc2nc(CN(C(=O)NC3CCCCC3)C3CCCCC3)[nH]c(=O)c2c1C	8%	-2%	-3%	-24%	-4	i	-14	-10%	3%
CCc1sc(N(C(=O)Cc2ccccc2)c2ccc(F)cc2)nc1-c1ccccc1	-12%	-4%	3%	-5%	?	-25%[57.5 µM]	-8	-9%	-17%
C[C@@H](C(=O)NCCc1c[nH]c2ccccc12)[C@@H]1C[C@@]1(C)[C@@H](NC(=O)OCc1ccccc1)c1ccccc1	?	2%	5%	-5%	-1	-26%	-10	-13%	-3%
CC(C)C[C@H]1CN(CCCC[C@H]2CNC(=O)C(=O)N2CCc2ccccc2)C(=O)C(=O)N1CCc1ccc(O)cc1	16%	-13%	1%	17%	-18	-19%	-3	?	-4%
O=[n+]1c2c(n([O-])c3ccccc31)CCC2	0%	-5%	-15%	6%	7	i	2	9%	-19%
C=C(C)CNC(=S)N/N=C(\C)c1cccc(NC(C)=O)c1	?	-3%	?	10%	-23	-46%[inhibitor]	2	-23%	4%
O=C(CSc1nc(=O)n(Cc2cccnc2)c2c1CCC2)Nc1ccc(F)cc1F	1%	·	2%	16%	·	i	5	1%	·
COC(=O)C1=C(C(=O)OC)[C@@H]2N(C)c3ccc(OC)cc3[C@@]23C[C@@H](C(=O)OC)N(C(=O)c2ccc(Br)cc2)C3=N1	?	8%	14%	-17%	0	-3%	-11	?	-2%
CCC(=O)Nc1ccc(S(=O)(=O)NCc2ccc3c(c2)CCN3C(=O)c2ccc(C)cc2)cc1	-1%	·	-1%	7%	·	-59%[inhibitor]	1	·	·
COc1cc(NC(=O)CN2CCCN(S(=O)(=O)c3ccc(F)cc3)CC2)cc(OC)c1	-1%	·	-4%	15%	·	-22%	-13	-6%	·
CC1(C)C2CCC(CN=C(N)CSS(=O)(=O)O)C1C2 (stereo not drawn)	15%	1%	0%	24%	-99*	i	-18	?	2%
COc1ccc(-c2nc(N)nc(N)n2)c(O)c1	2%	1%	7%	-3%	-2	-9%	2	-8%	-1%
CCCn1c2ccccc2c2cnn(CC(=O)NC3CCCCC3C)c(=O)c21 (stereo not drawn)	-6%	-5%	0%	10%	23	-18%	1	9%	4%
C=CCn1c(COc2ccccc2)nnc1SCC(=O)NCC(=O)OCC	-14%	6%	-11%	8%	18	i	4	1%	-11%
CC(C)Sc1nnc(SCC(=O)NCCCN2CCCC2=O)s1	18%	0%	-11%	-3%	16	i	3	?	-13%
CN(CC(=O)Nc1nc2ccccc2s1)S(=O)(=O)c1ccc(Br)cc1	-1%	-1%	1%	-23%	-5	-33%	10	?	1%
Cc1ccc(CN(C)C(=O)c2ccccc2Sc2ccccc2C#N)cc1	10µM*	?	2%	?	-9	-23%	-2	-3%	6%
Cc1cccc2c(CC(=O)O)noc12	-9%	-4%	19%	-17%	-3	i	6	-5%	0%
Cc1cccc2cc(COC(=O)c3ccccc3)c(=O)[nH]c12	8%	0%	-1%	-18%	-51*	-4%[57.5 µM]	-10	-5%	17%
O=S1(=O)CC(N2CC=CC2)CN1Cc1cn(Cc2cccc(C(F)(F)F)c2)nn1 (stereo not drawn)	6%	-3%	1%	10%	0	14%	-4	-9%	5%
